POLB inh: DNA polymerase beta (human) inhibition; 1.3% of 340,000 active; Potency, µM (series often up to 114 µM), without a hit: top-dose activity change, negative = inhibition, actives largely listed as inhibitors; Pol beta primer extension/strand displacement, fluorescence kinetic; further: on the % scale 0 is the no-effect control and ±100 the full control effect
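Preincubation: enzyme (10 nM) with compound, 15 min, RT. Reaction: substrate added to 50 nM final. Reads: 0 and 10 min. Analysis: normalized, Hill fit.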
APEX1 inh: inhibitors of human APE1 endonuclease. P27695. recombinant APE1, TAMRA/BHQ-2 abasic DNA cleavage fluorescence. Potency, µM (series often up to 65.8 µM), for the others: at the top dose activity change, negative = inhibition, most hits filed as inhibitors. 0.35% of 350,000 active;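 further: plate controls were vehicle for no effect and reference inhibitor for full effect; nearly all actives have a fitted effect of over 55% in size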
Target sequence (P27695 whole entry, looked up): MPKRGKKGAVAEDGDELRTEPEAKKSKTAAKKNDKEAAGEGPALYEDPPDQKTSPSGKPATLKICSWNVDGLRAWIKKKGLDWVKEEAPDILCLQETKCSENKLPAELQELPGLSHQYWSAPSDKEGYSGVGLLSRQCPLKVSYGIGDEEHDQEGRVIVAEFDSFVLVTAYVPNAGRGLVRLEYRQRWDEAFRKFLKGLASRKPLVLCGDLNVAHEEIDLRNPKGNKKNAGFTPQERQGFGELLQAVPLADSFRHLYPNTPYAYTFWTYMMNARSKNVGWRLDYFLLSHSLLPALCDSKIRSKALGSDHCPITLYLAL
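Enzyme (0.75 nM final) and test compound are incubated 15 min at room temperature before adding 50 nM quenched THF abasic-site duplex. Cleavage dequenches TAMRA, followed at 525/598 nm over three reads one minute apart.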
POLK inh: DNA polymerase kappa (human) inhibition. Q9UBT6. purified Pol kappa, fluorescent DNA synthesis assay, 10 min. Potency, µM (top dose mostly 107 µM), inactives show at the top dose activity, negative = inhibition, hits mostly inhibitors. 0.53% of 400,000 active. AID 588579; further: on the % scale 0 is the no-effect control and ±100 the full control effect
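50 nM final substrate added after 15 min RT preincubation of 10 nM Pol kappa with compound; fluorescence read at 0 and 10 min.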
POLI inh: inhibitors of human DNA polymerase iota. Pol iota fluorescent replication assay, 10 min. Potency, µM (titrated, usually from 115 µM), without a hit: at the highest dose activity, negative = inhibition, actives largely listed as inhibitors. 1% of 390,000 active. AID 588590
Target sequence (Q9UNA4 whole entry, looked up): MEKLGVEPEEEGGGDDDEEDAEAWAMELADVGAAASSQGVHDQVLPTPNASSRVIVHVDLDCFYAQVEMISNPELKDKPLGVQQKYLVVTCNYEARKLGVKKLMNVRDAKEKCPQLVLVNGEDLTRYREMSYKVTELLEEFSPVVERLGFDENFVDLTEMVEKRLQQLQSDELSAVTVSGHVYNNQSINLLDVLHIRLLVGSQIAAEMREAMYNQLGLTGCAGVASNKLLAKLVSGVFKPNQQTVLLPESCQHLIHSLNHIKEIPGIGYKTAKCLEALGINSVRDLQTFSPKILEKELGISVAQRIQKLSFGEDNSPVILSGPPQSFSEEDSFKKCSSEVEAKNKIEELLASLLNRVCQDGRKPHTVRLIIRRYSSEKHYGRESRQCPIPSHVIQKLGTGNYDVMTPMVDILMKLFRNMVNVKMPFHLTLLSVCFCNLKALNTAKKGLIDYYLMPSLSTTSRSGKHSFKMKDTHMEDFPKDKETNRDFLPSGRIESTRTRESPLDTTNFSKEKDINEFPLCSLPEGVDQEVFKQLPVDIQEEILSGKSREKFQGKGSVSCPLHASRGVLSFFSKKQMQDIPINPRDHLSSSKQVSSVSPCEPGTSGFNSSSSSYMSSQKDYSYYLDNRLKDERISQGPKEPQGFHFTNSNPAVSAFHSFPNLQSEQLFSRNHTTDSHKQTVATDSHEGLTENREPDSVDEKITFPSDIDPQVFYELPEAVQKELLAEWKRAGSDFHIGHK
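Pol iota at 10 nM preincubated 15 min with compounds at room temperature; reaction started with fluorescent substrate, 50 nM final. Fluorescence read kinetically at 0 and 10 min; buffer-only wells as negative control.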
BLM inh: Bloom syndrome helicase (human) inhibition; P54132; recombinant BLM DNA unwinding, fluorescence dequenching; AID 2528; Potency, µM (highest dose often 56.1 µM), for inactives: at the top dose activity change, negative = inhibition, hits mostly inhibitors; 0.2% of 350,000 active;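 further: plate controls were vehicle for no effect and no enzyme for full effect; nearly all actives have a fitted effect of over 35% in size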
Pol eta inh: blocks human DNA polymerase eta activity; Potency, µM (highest dose often 114 µM), inactives show at the highest dose activity change, negative = inhibition, most hits filed as inhibitors; Q9Y253; 1.2% of 390,000 active; recombinant Pol eta, fluorescent DNA replication assay; further: on the % scale 0 is the no-effect control and ±100 the full control effect
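Pol eta at 10 nM preincubated with compounds 15 min at room temperature; reaction started with fluorescent substrate (50 nM final) and read kinetically at 0 and 10 min.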
JMJD2A Tudor inh: inhibitors of human JMJD2A Tudor domain | O75164 | AlphaScreen JMJD2A-Tudor / H3K4me3 peptide binding | Potency, µM (top dose mostly 114 µM), inactives show top-dose activity change, negative = inhibition, actives largely listed as inhibitors | 4.4% of 390,000 active; further: on the % scale 0 is the no-effect control and ±100 the full control effect; nearly all actives have a fitted effect of over 50% in size
BAZ2B block: blocks human BAZ2B; Q9UIF8; AlphaScreen BAZ2B-H3K14Ac peptide displacement; Potency, µM (top dose mostly 114 µM), for the others: at the top dose activity change, negative = inhibition, hits mostly inhibitors; 4.4% of 360,000 active; AID 504333; further: on the % scale 0 is the no-effect control and ±100 the full control effect; nearly all actives have a fitted effect of over 60% in size
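Inhibition is scored as reduced AlphaScreen emission. The BAZ2B/b-H3(5-23)K14Ac complex (50 nM each) in PBS pH 7.4, 0.01% Tween-20 meets compound (up to 110 uM) for 30 min at RT before bead addition.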
G9a inh: inhibitors of human histone lysine methyltransferase G9a | Q96KQ7 | G9a H3K9 monomethylation, AlphaScreen, 2 h | Potency, µM (doses to about 102 µM), for inactives: at the top dose activity, negative = inhibition, usual class: inhibitors | 8.8% of 350,000 active; further: on the % scale 0 is the no-effect control and ±100 the full control effect; nearly all actives have a fitted effect of over 75% in size
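Step 1: enzyme (final 20 nM) with compound, 15 min RT. Step 2: substrate peptide 500 nM and SAM 20 uM, 2 h RT. Step 3: anti-H3K9me1 antibody and AlphaScreen beads, 10 min, then plate read.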
* hit, by the source's call; ? = inconclusive; / = not tested or not shown; & = joins results of further samples; [ ] = remark or other dose. The call rests on the fitted dose curve; in most records, active means well fitted curve in the direction sought with a large enough effect; inconclusive means small, poorly fitted or top-dose-only effect, or another doubt; inactive means no such curve, though single readings can be large; an effect the other way counts as inactive or inconclusive. Potency means the concentration at half of the fitted maximal effect.

Codes – A = POLB inh; B = APEX1 inh; C = POLK inh; D = POLI inh; E = BLM inh; F = Pol eta inh; G = JMJD2A Tudor inh; H = BAZ2B block; I = G9a inh
1	C=CCc1ccc(OCCCOc2ccc(C)cc2OC)c(OC)c1
  A: -2%	B: 3%	C: -6%	D: ?	E: -5%	F: -12%	G: -6%[11.4 µM]	H: 59%[activator]	I: -1%

2	CCOc1cc(C2c3c(-c4cc(C)ccc4O)n[nH]c3C(=O)N2CCCOC(C)C)ccc1O (stereo not given)
  A: 17%	B: /	C: -23%	D: -13%	E: -5%	F: -21%	G: ?	H: ?	I: -23%[59 µM]

3	O=C1CC(=O)Nc2cc(S(=O)(=O)Nc3ccc(Cl)c(C(F)(F)F)c3)ccc2N1
  A: 37%	B: 11%	C: 3%	D: 3%	E: 1%	F: -3%	G: 0%	H: -4%	I: -12%

4	COc1cc(C(=O)OCc2cccc(S(=O)(=O)N3CCOCC3)c2)ccc1OCC(C)C
  A: /	B: -2%	C: -17%	D: 3%	E: /	F: -10%	G: -10%	H: 3%	I: 13%[2.33 µM]

5	O=C(O)COc1ccccc1/C=C1\SC(=O)N(Cc2ccc(F)cc2)C1=O
  A: 0%	B: 0%	C: 0%	D: -18%	E: -4%	F: ?	G: -18%	H: -28%	I: -27%

6	CCOCCCNC(=O)C1CCCN(c2ncnc3onc(C)c23)C1 (stereo not given)
  A: 5%	B: /	C: -3%	D: 4%	E: 1%	F: -14%	G: -6%	H: 9%[57.1 µM]	I: -9%[59 µM]

7	CCCNC(=O)c1ccccc1NC(=O)c1ccc(CSc2ccccc2)cc1
  A: 0%	B: -2%	C: -5%	D: 4%	E: -12%	F: -3%	G: -11%	H: 9%	I: 9%[59 µM]

8	Cc1csc(NC(=O)CSc2ncnc3ccccc23)n1
  A: 0%	B: 10%	C: -8%	D: 18%	E: -4%	F: -17%	G: -17%	H: 8%	I: 91%[activator]

9	Cc1ccccc1Cn1c(=O)c2c(nc3n2CCCN3Cc2ccccc2)n(C)c1=O
  A: /	B: /	C: -16%	D: -7%	E: /	F: -8%	G: ?	H: /	I: /

10	C/C(CC(=O)N(C(C)C)C(C)C)=N\NC(=O)COc1ccc(Cl)cc1Cl
  A: 24%	B: 9%	C: 15%	D: 33%[activator]	E: -7%	F: -2%	G: -7%	H: -11%	I: -5%

11	O=C(CSc1nc2[nH]ncc2c(=O)[nH]1)Nc1ccc(OC(F)(F)F)cc1
  A: /	B: -15%	C: -8%	D: 13%	E: /	F: -7%	G: -3%	H: -4%	I: -4%[59 µM]

12	CCCN(CC(=O)Nc1ccc(C(C)=O)cc1)CC(=O)Nc1ccccc1C
  A: 38%	B: 0%	C: -8%	D: 66%[activator]	E: -8%	F: -9%	G: -10%	H: -2%	I: 7%[59 µM]

13	Cc1ccc(S(=O)(=O)N2CCN(C(=O)c3cc(S(=O)(=O)N4CCOCC4)ccc3Cl)CC2)c(C)c1
  A: /	B: /	C: -2%	D: 34%	E: /	F: -21%	G: -13%	H: /	I: /

14	CC1CCN(C(=O)CCCC(=O)N2CCC(C)CC2)CC1
  A: 2%	B: 16%	C: 22%	D: 15%	E: -2%	F: -13%	G: 2%	H: -12%	I: 101%[activator]

15	COc1ccc(CCn2c(C)cc3c(c2=O)C(c2ccc4c(c2)OCO4)C(C#N)=C(N)O3)cc1OC (stereo not given)
  A: 26%	B: -6%	C: -5%	D: 13%	E: -5%	F: -14%	G: -4%	H: -5%	I: -3%[12.7 µM]

16	CC(=O)c1ccc(NC(=S)NCc2ccc(Cl)cc2Cl)cc1
  A: 0%	B: 5%	C: -1%	D: 8%	E: -8%	F: -14%	G: 1%	H: -8%	I: -4%

17	Cc1ccc2c(c1)sc1nc(-c3cc4ccccc4oc3=O)cn12
  A: -1%	B: /	C: -5%	D: 32%[activator]	E: -4%	F: /	G: -11%	H: 4%	I: ?

18	COc1ccc(C(Nc2ccc(S(=O)(=O)NCC3CCCO3)cc2)C(=O)NC(C)(C)C)cc1OC (stereo not given)
  A: 4%	B: 2%	C: 0%	D: 82%[activator]	E: 1%	F: -14%	G: -4%	H: -12%	I: 1%

19	Cn1nc(-c2ccccc2)c(CSc2ccccc2Cl)c1Cl
  A: 0%	B: 5%	C: -13%	D: 3%	E: -6%	F: -16%	G: 109%[activator]	H: 95%[activator]	I: 184%[activator]

20	O=C1c2[nH]nc(-c3ccccc3O)c2C(c2cccc(O)c2)N1Cc1ccncc1 (stereo not given)
  A: 23%	B: /	C: 2%	D: -7%	E: -1%	F: 0%	G: -27%	H: -21%	I: 4%[59 µM]

21	CCOc1ccccc1NC(=O)CC(c1ccc(F)cc1)N1Cc2ccccc2C1=O (stereo not given)
  A: 23%	B: /	C: 4%	D: -18%	E: -4%	F: 5%	G: -14%	H: -34%	I: -5%[59 µM]

22	CCN1CCCC1=O
  A: /	B: -7%	C: 15%&3%[60.1 µM]	D: /	E: -1%&3%	F: /	G: /	H: /	I: 19%[59 µM]

23	CC1(C)Cc2c(c(=S)nc(-c3ccccc3)n2CCCN2CCOCC2)CO1
  A: -5%	B: 21%	C: -10%	D: -1%	E: -2%	F: -16%	G: 4%	H: -6%	I: -49%

24	CN1CCN(C2=Cc3ccccc3Sc3cc(F)ccc32)CC1
  A: ?	B: -6%	C: -8%	D: 8%	E: 3%	F: -9%	G: -34%	H: ?	I: ?

25	Cc1cccc(C(=O)NCC(=O)NCC2COc3ccccc3O2)c1 (stereo not given)
  A: /	B: 8%	C: -10%	D: 26%	E: /	F: -9%	G: -18%	H: 11%	I: -3%

26	CO/N=C/CC(=O)c1ccc(OC)cc1
  A: 4%	B: 0%	C: -5%	D: 21%	E: 9%	F: 1%	G: -11%	H: 13%	I: 19%

27	CN1c2ccccc2C(C)(C)C12CC(CCl)=NO2 (stereo not given)
  A: 18%	B: 0%	C: -2%	D: 10%	E: -1%	F: 4%	G: -21%	H: -6%	I: -10%[2.33 µM]

28	Cc1cc(=O)oc2c3c(cc(OCC(=O)NC(Cc4ccc(Cl)cc4)C(=O)O)c12)OC(C)(C)CC3 (stereo not given)
  A: 5%	B: 23%	C: 18%	D: 21%	E: -9%	F: -3%	G: -15%	H: -7%	I: 12%

29	CN1CCC2(CC1)Nc1nc(SCc3ccc(Cl)cc3)nn1C1=C2CN(C)CC1
  A: 25%	B: 23%	C: 5%	D: ?	E: 6%	F: -2%	G: ?	H: -2%	I: 2%[59 µM]

30	O=C(CCC(=O)N1CCN(c2ccccn2)CC1)Nc1nnc(C(F)(F)F)s1
  A: -3%	B: -3%	C: -1%	D: 167%[activator]	E: -3%	F: -24%	G: -3%	H: -3%	I: -28%

Some of the entries above in a different format:
Each structure is followed by: POLB inh	APEX1 inh	POLK inh	POLI inh	BLM inh	Pol eta inh	JMJD2A Tudor inh	BAZ2B block	G9a inh
21. CCOc1ccccc1NC(=O)CC(c1ccc(F)cc1)N1Cc2ccccc2C1=O (stereo not given)
    23%	/	4%	-18%	-4%	5%	-14%	-34%	-5%[59 µM]
22. CCN1CCCC1=O
    /	-7%	15%&3%[60.1 µM]	/	-1%&3%	/	/	/	19%[59 µM]
23. CC1(C)Cc2c(c(=S)nc(-c3ccccc3)n2CCCN2CCOCC2)CO1
    -5%	21%	-10%	-1%	-2%	-16%	4%	-6%	-49%
24. CN1CCN(C2=Cc3ccccc3Sc3cc(F)ccc32)CC1
    ?	-6%	-8%	8%	3%	-9%	-34%	?	?
25. Cc1cccc(C(=O)NCC(=O)NCC2COc3ccccc3O2)c1 (stereo not given)
    /	8%	-10%	26%	/	-9%	-18%	11%	-3%
26. CO/N=C/CC(=O)c1ccc(OC)cc1
    4%	0%	-5%	21%	9%	1%	-11%	13%	19%
27. CN1c2ccccc2C(C)(C)C12CC(CCl)=NO2 (stereo not given)
    18%	0%	-2%	10%	-1%	4%	-21%	-6%	-10%[2.33 µM]
28. Cc1cc(=O)oc2c3c(cc(OCC(=O)NC(Cc4ccc(Cl)cc4)C(=O)O)c12)OC(C)(C)CC3 (stereo not given)
    5%	23%	18%	21%	-9%	-3%	-15%	-7%	12%
29. CN1CCC2(CC1)Nc1nc(SCc3ccc(Cl)cc3)nn1C1=C2CN(C)CC1
    25%	23%	5%	?	6%	-2%	?	-2%	2%[59 µM]
30. O=C(CCC(=O)N1CCN(c2ccccn2)CC1)Nc1nnc(C(F)(F)F)s1
    -3%	-3%	-1%	167%[activator]	-3%	-24%	-3%	-3%	-28%

Remaining list, next part.
Codes – A = POLB inh; B = APEX1 inh; C = POLK inh; D = POLI inh; E = BLM inh; F = Pol eta inh; G = JMJD2A Tudor inh; H = BAZ2B block; I = G9a inh
31	O=C(CSc1nncs1)NCc1ccc2c(c1)OCO2
  A: -13%	B: 1%	C: 0%	D: 61%[activator]	E: -5%	F: -11%	G: 33%	H: 1%	I: 26%

32	COc1ccc(-c2csc(N(CC3CCCO3)C(=O)c3ccccc3)n2)cc1 (stereo not given)
  A: 4%	B: 24%	C: -8%	D: 25%	E: -16%	F: -29%	G: -14%	H: /	I: 0%

33	CN(Cc1ccco1)c1ncncc1-c1cccc(NS(C)(=O)=O)c1
  A: /	B: 13%	C: -4%[60.1 µM]	D: /	E: -2%	F: /	G: /	H: /	I: -2%[0.501 µM]

34	Cc1ccc(NC(=O)CSc2nnc(C)n3c2cc2sccc23)c(C)c1
  A: 1%	B: /	C: -4%	D: -24%	E: -14%	F: 5%	G: -18%	H: ?	I: ?

35	Cc1nnc(N/N=C/c2cccc(C(F)(F)F)c2)n1N
  A: 3%	B: 20%	C: -13%	D: 13µM*	E: -3%	F: -16%	G: -1%	H: ?	I: 21%

36	CC(=O)OCCCNc1cc(Sc2ccc(C)cc2)c2nonc2c1[N+](=O)[O-]
  A: -9%	B: 4%	C: ?	D: ?	E: -1%	F: -69%	G: ?	H: 7%	I: -48%[59 µM]

37	CC(=O)[C@@H]1[C@@H]2C(=O)N(Cc3ccccc3)C(=O)[C@@H]2C2c3ccccc3C=CN21 (stereo not given in full)
  A: 23%	B: ?	C: 0%	D: ?	E: -11%	F: ?	G: ?	H: -30%	I: 2.8µM*

Only part of the results is shown; count on the stated rates, not on these rows.
